# Screening results deposited in PubChem by NCI.
# yeast bub3 = NCI yeast anticancer drug screen, S. cerevisiae bub3 mutant strain. growth inhibition, % at 50 µM. 9.9% of 78,000 active;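 note: 0% = growth of vehicle-only cultures of the same strain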
#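 Whole-cell yeast assay. The mutant strain was incubated with compounds, and growth inhibition was determined by comparison with vehicle-treated cells.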
# yeast mlh1 rad18 = NCI yeast anticancer drug screen, S. cerevisiae mlh1 rad18 strain; growth inhibition, % at 50 µM; 11% of 79,000 active; AID 175;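 note: 0% = growth of vehicle-only cultures of the same strain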
#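 Read-out is yeast growth inhibition, calculated against vehicle-only controls. The compound was applied to a strain engineered with DNA damage repair alterations.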
# yeast rad50 = NCI yeast anticancer drug screen, S. cerevisiae rad50 strain; growth inhibition, % at 50 µM; 10% of 79,000 active;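 note: 0% = growth of vehicle-only cultures of the same strain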
#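 A DNA repair-deficient yeast mutant serves as the test organism; compound-induced growth inhibition is calculated against vehicle-treated cells.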
# mec2-1 = NCI yeast anticancer drug screen, S. cerevisiae mec2-1 strain; % growth inhibition at 50 µM; 9% of 79,000 active;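 note: 0% = growth of vehicle-only cultures of the same strain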
#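 Using mec2-1 yeast: add compound, measure growth, express inhibition versus vehicle-treated cultures.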
# yeast sgs1 mgt1 = NCI yeast anticancer drug screen, S. cerevisiae sgs1 mgt1 strain | growth inhibition, % at 50 µM | 10% of 78,000 active;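 note: 0% = growth of vehicle-only cultures of the same strain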
#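 Percent growth inhibition was derived by comparing compound-exposed mutant yeast with vehicle-exposed cultures. The strain carries alterations in DNA damage repair.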
# yeast cln2 rad14 = NCI yeast anticancer drug screen, S. cerevisiae cln2 rad14 strain; growth inhibition, % at 50 µM; 8.3% of 78,000 active;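 note: 0% = growth of vehicle-only cultures of the same strain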
#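 Each compound was tested on cln2 rad14 yeast. Inhibition of growth was calculated against vehicle-exposed controls.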
# * hit, by the source's call. Cut-off read from the data, not from the text of the source: active = growth inhibition above about 70%; inactive = the rest. The list is partial; rates above refer to the full screens.
SMILES,yeast bub3,yeast mlh1 rad18,yeast rad50,mec2-1,yeast sgs1 mgt1,yeast cln2 rad14
C1COC(NC(C2CC2)C2CC2)=N1,10,61,4,20,5,28
O=C(O)c1ccc2ccccc2c1O,-2,18,-6,-20,19,3
Oc1ccc2c(c1)OCC1(O)Cc3cc(O)c(O)cc3C21 (stereo not given),10,-4,4,-2,10,4
Cc1cc(O)c(C)c(C)c1O,4,9,-4,-13,-7,-12
CCCCCCCC/C=C/CCCCCCCC(=O)O,-16,-51,-25,-37,-21,-17
CCOC(=O)C(Cc1c(C)[nH]c2ccccc12)C(=O)OCC,39,1,-25,5,-11,-73
Nc1ncnc2nc[nH]c12.[Ag],99*,100*,99*,100*,100*,98*
Oc1cc2c(cc1O)[C@H]1c3ccc(O)c(O)c3OC[C@@]1(O)C2,12,4,-5,11,27,1
C=C(C)[C@@H]1CC[C@@H](C)C[C@H]1O,10,-2,9,-12,-2,14
CCCCCCCC/C=C\CCCCCCCC(=O)O (tested in a mixture with another compound),95*,97*,96*,99*,90*,-54

# Entries of single compounds as entered above. Screens in order: yeast bub3 | yeast mlh1 rad18 | yeast rad50 | mec2-1 | yeast sgs1 mgt1 | yeast cln2 rad14
# CCCCCCCC/C=C\CCCCCCCC(=O)O (tested in a mixture with another compound) across the screens: 95* | 97* | 96* | 99* | 90* | -54
# CCOC(=O)C(Cc1c(C)[nH]c2ccccc12)C(=O)OCC across the screens: 39 | 1 | -25 | 5 | -11 | -73

# Among those listed so far, three have a COOH group:
SMILES,yeast bub3,yeast mlh1 rad18,yeast rad50,mec2-1,yeast sgs1 mgt1,yeast cln2 rad14
O=C(O)c1ccc2ccccc2c1O,-2,18,-6,-20,19,3
CCCCCCCC/C=C/CCCCCCCC(=O)O,-16,-51,-25,-37,-21,-17
CCCCCCCC/C=C\CCCCCCCC(=O)O (tested in a mixture with another compound),95*,97*,96*,99*,90*,-54

# Looked up by compound from the list above (two):
SMILES,yeast bub3,yeast mlh1 rad18,yeast rad50,mec2-1,yeast sgs1 mgt1,yeast cln2 rad14
O=C(O)c1ccc2ccccc2c1O,-2,18,-6,-20,19,3
CCCCCCCC/C=C/CCCCCCCC(=O)O,-16,-51,-25,-37,-21,-17
